Compound activity (PubChem)
NPSR antag: qHTS Assay for Antagonists of the Neuropeptide S Receptor: cAMP Signal Transduction; 1% of 220,000 active; CHO-NPSR cells, cAMP TR-FRET, antagonist mode; Potency, µM (highest dose often 38.3 µM), for inactives: at the highest dose activity change, negative = inhibition, actives largely listed as inhibitors; Q6W5P4; note: potency is the fitted concentration of half-maximal effect; % is set by controls: 0 for no effect and ±100 for the full control effect; nearly all actives have a fitted effect of over 50% in size; many of its hits are not listed in these tables
Epigenetic derep: Quantitative High-Throughput Screen for Regulators of Epigenetic Control. AID 1865, 2009. murine LDR cells, GFP reporter derepression, 30 h. 0.2% of 280,000 active. Potency, µM (highest dose often 53.9 µM), inactives show at the highest dose GFP activation, hits mostly activators; note: potency is the fitted concentration of half-maximal effect; % of control where 0% means no effect; nearly all actives have a fitted effect of over 60% in size
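Derepression of a silenced CMV-GFP reporter in murine LDR cells is scored by enumerating GFP-positive cells with a laser-scanning microplate cytometer after 30 hours of treatment at 37 C.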
CBFb-RUNX1 inh: qHTS Assay for Compounds Blocking the Interaction Between CBF-beta and RUNX1 for the Treatment of Acute Myeloid Leukemia; AlphaScreen CBFb-His/RUNX1-biotin binding, biochemical; Potency, µM (doses to about 59.8 µM), for inactives: at the highest dose activity, negative = inhibition, most hits filed as inhibitors; 230,000 tested, under 10 active; note: % of control where 0% means no effect
Target sequence (Q01196 whole entry, looked up): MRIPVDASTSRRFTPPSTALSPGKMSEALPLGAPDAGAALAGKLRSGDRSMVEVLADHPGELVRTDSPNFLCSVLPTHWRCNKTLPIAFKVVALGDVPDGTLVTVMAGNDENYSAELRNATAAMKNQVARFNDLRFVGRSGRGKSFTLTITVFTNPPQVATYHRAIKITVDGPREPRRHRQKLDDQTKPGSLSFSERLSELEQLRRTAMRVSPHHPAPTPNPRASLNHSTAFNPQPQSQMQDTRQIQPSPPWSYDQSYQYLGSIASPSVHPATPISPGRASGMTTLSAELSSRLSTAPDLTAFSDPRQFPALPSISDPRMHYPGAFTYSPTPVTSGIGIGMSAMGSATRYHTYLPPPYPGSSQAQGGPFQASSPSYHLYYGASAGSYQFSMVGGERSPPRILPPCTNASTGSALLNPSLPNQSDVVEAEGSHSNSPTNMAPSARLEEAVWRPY
Target sequence (Q13951 whole entry, looked up): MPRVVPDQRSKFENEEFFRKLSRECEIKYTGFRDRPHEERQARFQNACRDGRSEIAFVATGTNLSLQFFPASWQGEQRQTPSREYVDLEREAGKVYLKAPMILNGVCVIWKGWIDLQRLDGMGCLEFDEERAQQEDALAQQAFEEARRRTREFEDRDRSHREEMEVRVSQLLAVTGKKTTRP
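Inhibition was taken as any reduction in AlphaScreen signal from the CBF-beta–RUNX1 pair (His and biotin tags, 30 nM each), measured after compound (15 min) and bead (90 min) incubations at room temperature.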
aGal spleen mod: qHTS Assay for Inhibitors and Activators of Human alpha-Galactosidase From Spleen Homogenate. Alpha-galactosidase A (Homo sapiens), P06280. human spleen homogenate, 4MU-alpha-Gal fluorescence, 40 min. Potency, µM (doses to about 80 µM), inactives show at the top dose activity change, negative = inhibition, hits mostly inhibitors. 0.008% of 240,000 active. AID 2107, 2009;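 note: potency is the fitted concentration of half-maximal effect; 0% = enzyme with vehicle and -100% = no enzyme basal signal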
Target sequence (P06280 32-429 limits assumed): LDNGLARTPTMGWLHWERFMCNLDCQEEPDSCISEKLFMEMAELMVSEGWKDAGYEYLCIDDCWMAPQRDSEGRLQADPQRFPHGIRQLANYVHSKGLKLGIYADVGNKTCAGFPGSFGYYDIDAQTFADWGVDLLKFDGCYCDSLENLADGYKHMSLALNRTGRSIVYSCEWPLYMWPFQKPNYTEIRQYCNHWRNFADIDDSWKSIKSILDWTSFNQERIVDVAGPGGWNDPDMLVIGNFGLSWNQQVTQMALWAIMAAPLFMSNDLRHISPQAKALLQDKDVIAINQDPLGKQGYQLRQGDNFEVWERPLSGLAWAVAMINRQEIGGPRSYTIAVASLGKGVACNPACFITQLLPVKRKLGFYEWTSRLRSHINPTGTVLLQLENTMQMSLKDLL
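Spleen homogenate 1 ug + cpd (titration) + 4-MU-alpha-D-galactopyranoside 1 mM; 37C 40 min; 50 mM citrate/phosphate pH 5.0, 0.01% Tween-20; stop pH 10; fluorescence 365/440; AC50 via Hill.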
Tau FP inhib: qHTS for Inhibitors of Tau Fibril Formation, Fluorescence Polarization; Microtubule-associated protein tau (Homo sapiens), P10636; K18 P301L tau heparin fibrillization, Alexa594 FP, 6 h; Potency, µM (titrated, usually from 57.7 µM), for the others: at the highest dose activity, negative = inhibition, actives largely listed as inhibitors; 0.39% of 280,000 active; AID 1468, 2008; note: potency is the fitted concentration of half-maximal effect; % is set by controls: 0 for no effect and ±100 for the full control effect; nearly all actives have a fitted effect of over 55% in size
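Recombinant K18 P301L […], labeled with Alexa 594 at 0.24 uM over 15 uM unlabeled; heparin inducer 20 uM final; 37 C, 6 hr; FP endpoint.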
TRb-SRC2 inh: qHTS for Inhibitors of the Interaction of Thyroid Hormone Receptor and Steroid Receptor Coregulator 2; TRbeta-SRC2 peptide binding, fluorescence polarization; receptor liganded with 1 µM T3; AID 1469, 2008; Potency, µM (doses to about 106 µM), inactives show top-dose activity change, negative = inhibition, most hits filed as inhibitors; 0.065% of 280,000 active; Thyroid hormone receptor beta (Homo sapiens), P10828;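 note: potency is the fitted concentration of half-maximal effect; plate controls were bound peptide for no effect and peptide without receptor for full effect; nearly all actives have a fitted effect of over 50% in size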
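Decrease in fluorescence polarization of 20 nM Texas Red SRC2 coactivator peptide flagged inhibition of its binding to 0.6 uM TRb LBD; 1 uM T3 included, incubation 5 hr, ex 555/em 632 nm.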
TR SRC2 fluor cs: Total Fluorescence Counterscreen for Inhibitors of the Interaction of Thyroid Hormone Receptor and Steroid Receptor Coregulator 2; TRb/SRC2 Texas Red total fluorescence interference; Potency, µM (top dose mostly 106 µM), for the others: at the top dose fluorescence change, negative = quenching; 0.29% of 280,000 active; active = well fitted curve in either direction with a large enough effect; inconclusive = small, poorly fitted or top-dose-only effect; note: potency is the fitted concentration of half-maximal effect; % is set by controls: 0 for no effect and ±100 for the full control effect
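Human TRb ligand-binding domain at 0.6 uM with 20 nM Texas Red SRC2 peptide in Tris buffer containing 1 uM T3 and 5% DMSO, incubated with compound 5 h at ambient temperature. Total fluorescence (555/632 nm) calculated as parallel + 2 × perpendicular.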
Tau fluor counter: Counterscreen qHTS for Inhibitors of Tau Fibril Formation, Fluorescence Polarization; AID 1463, 2008; Potency, µM (doses to about 57.7 µM), for inactives: top-dose activity change, negative = decrease; 0.93% of 280,000 active; tau K18 P301L Alexa594 fluorescence, heparin fibrillization; note: potency is the fitted concentration of half-maximal effect; % is set by controls: 0 for no effect and ±100 for the full control effect; nearly all actives have a fitted effect of over 55% in size
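Human tau K18 P301L (15 uM unlabeled, 0.24 uM Alexa 594-labeled) in 100 mM sodium acetate pH 7 with 20 uM heparin, 6 hr at 37 C. ThT 30 uM added, 1 hr ambient; Alexa 594 FP and total fluorescence read at 555/632 nm.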
* hit, by the source's call; u = inconclusive; x = no result given; & = joins results of further samples; [ ] = another dose, or the depositor's remark. Unless noted, calls come from the whole dose curve; as a rule, active = well fitted curve in the direction sought with a large enough effect; inconclusive = small, poorly fitted or top-dose-only effect, or another doubt; inactive = no such curve, though single readings can be large; an effect the other way counts as inactive or inconclusive. The list is partial; the hit share may differ from the screen's.

SMILES	NPSR antag	Epigenetic derep	CBFb-RUNX1 inh	aGal spleen mod	Tau FP inhib	TRb-SRC2 inh	TR SRC2 fluor cs	Tau fluor counter
Cc1ccccc1-n1nnnc1SC1CCOC1=O (stereo not given)	-8%[46.1 µM]	-3.9%	-5%	-2%	-7%	-28%	1%	-1%
COc1ccc(S(=O)(=O)c2ccc(OCC3CO3)cc2)cc1 (stereo not given)	-6%	-0.5%	-12%	3%	2%	-2%	1%	5%
Cc1ccc2c(c1)N(C(=O)c1ccco1)C(C)(C)c1ssc(=S)c1-2	u	-2.9%	x	0%	6%	-15%	2%	u
COc1ccc(NC(=S)N(CCO)Cc2cc3c(C)cc(C)cc3[nH]c2=O)cc1	-13%	-2.9%	0%	2%	15%	-3%	-2%	u
Cc1ccc(-n2nc3c(=O)n(CC(=O)Nc4ccccc4F)nc(C)c3c2C)c(C)c1	x	-3.4%	x	x	-6%	3%	-1%	-4%
Cc1cccc2sc(NC(=O)c3ccc(Cl)s3)nc12	-13%[46.1 µM]	0.2%	5%	1%	0%	1%	1%	-14%
S=C(Nc1ccc(Cl)cc1Cl)Nn1cnnc1	26%	0.0%	-7%	5%	7%	11%	-2%	3%
COc1ccc(-n2c(CC3C(=O)Nc4ccc(C)cc43)nc3ccccc3c2=O)cc1 (stereo not given)	x	-3.4%	x	x	4%	1%	1%	-7%
COc1c(Br)cc([N+](=O)[O-])c(OC)c1C(=O)NC(=O)Nc1nc(C)cc(C)n1	27%	-1.6%	-4%	13%	5%	2%	-6%	-7%
COC(=O)c1cc(OC)nc2ccc(Br)cc12	41%	1.5%	25%	10%	-11%	0%	-1%	-7%
COc1ccc(Nc2cc(Cl)ccc2C(=O)O)cn1	-23%	-2.8%	15%	10%	-1%	-8%	0%	12%
CCN(CC)CCCC(C)n1c(-c2ccccc2)nc2c(N(CCOC)CCOC)nc(C)nc21 (stereo not given)	x	2.9%	-4%	5%	-2%	4%	0%	-1%
O=C(CSc1nnc(-c2ccc(Cl)s2)o1)N1CCc2ccccc21	14%[46.1 µM]	0.7%	0%	3%	-1%	0%	-4%	4%
CN1C(=O)[C@@H]2[C@@H]3C[C@@H]([C@H]4ON=C(c5ccc(Cl)cc5Cl)[C@@H]34)[C@@H]2C1=O	21%[46.1 µM]	-0.9%	-3%	8%	1%	5%	-10%	4%
CCCCSc1nc2sc3c(c2c(=O)n1-c1ccccc1C)CC(C)(C)OC3	x	8.9%	x	x	-12%	10%	-2%	-9%
COc1ccc(C2/C=C\CN(Cc3ccco3)CC(=O)N2Cc2ccc(F)cc2)cc1 (stereo not given)	-8%	5.7%	-6%&7%	-3%&11%	5%	1%&7%	1%&0%	25%
CN=Cc1c(NC)nc2c(C)cccn2c1=O	4%[46.1 µM]	-1.1%	6%	10%	-13%	7%	3%	-9%
CC(=O)OCC1OC(C#Cc2ccc(C)cc2C)C=CC1OC(C)=O (stereo not given)	x	u	11%[13.1 µM]	1%[17.5 µM]	-11%[11.6 µM]	5%[11.2 µM]	-1%[11.2 µM]	-13%[11.6 µM]
COc1cc2ccccc2cc1C(=O)N1CCN(c2nc3c(F)cc(F)cc3s2)CC1	x	2.9%	x	x	-14%	-1%	-1%	-10%
O=C(OCC(=O)N1CCOCC1)c1ccc(N2CCOCC2)c([N+](=O)[O-])c1	21%	-1.7%	10%	-3%	9%	-2%	-2%	-10%
O=C(Oc1cccc([N+](=O)[O-])c1)N1CCCCC1	5%	-0.4%	12%	2%	8%	-2%	2%	10%
COc1ccccc1NC(=O)c1sc2nc(C)c(C(=O)Nc3ccc(C)cc3C)c(-c3cccs3)c2c1N	x	2.5%	x	x	-16%	2%	-1%	-13%
CCN1CCCC1CNCc1cc(OC)c(OC)c(OC)c1 (stereo not given)	-5%[46.1 µM]	-0.7%	9%	1%	2%	-13%	2%	0%
NCC12CC3CC(CC(O)(C3)C1)C2	3%[46.1 µM]	-0.2%	1%	-1%	-4%	3%	-2%	-6%
O=C(C1=C[C@@H](C2CC2)C[C@@H](OCCCCO)O1)N1CCOCC1	-23%	0.0%	4%	1%	4%	-4%	-1%	-4%
COc1cc(NS(=O)(=O)c2ccc(NC(=O)/C(=C\c3ccccc3OC)NC(=O)c3ccccc3)cc2)nc(OC)n1	-19%[46.1 µM]	2.3%	5%	-6%	4%	-1%	2%	-2%
Cc1cc(Cl)ccc1NC(=O)/C=N/O	3%	-1.8%	4%	1%	-7%	3%	-2%	3%
Nc1c(Cl)ncnc1NCCO	14%&-15%	0.0%&0.0%	7%&12%	2%&6%	8%&-11%	3%&-1%	-8%&3%	5%&-1%
CCOC(=O)C(NCc1ccc(OC)cc1)(NC(C)=O)C(F)(F)F (stereo not given)	11%	9.5%	9%	-1%	5%	4%	-2%	6%
Cc1cc(C)c(C#N)c(SCc2ccc3c(c2)OCO3)n1	-11%[46.1 µM]	0.0%	27%	-24%	-7%	-1%	-2%	-24%
O=C1c2ccccc2NC(c2cccc(Cl)c2)N1N=C1CCCCCC1 (stereo not given)	-17%[46.1 µM]	-4.6%	-2%	10%	10%	-16%	0%	-10%
COc1ccc(-c2nc(-c3ccc(Br)cc3)no2)c(OC)c1	-30%[46.1 µM]	-0.7%	6%	6%	-9%	3%	2%	-14%
C/C(N)=C(/C#N)C(=O)COC(=O)c1oc2ccccc2c1COC(C)C	0%	-1.3%	4%	-3%	u	1%	3%	-18%
CCCNC(=O)c1c(O)c2c([nH]c1=O)CCCC2	8%	-1.1%	1%	1%	-7%[2.34 µM]	-1%	1%	-12%[2.34 µM]
COc1cc(OC)cc(C(=O)Nc2c(F)cccc2F)c1	9%	-1.0%	3%	14%	2%	-21%	1%	6%
Nc1nc2[nH]c(=O)c(=O)[nH]c2c(=O)[nH]1	x	0.3%	x	7%	-17%	0%	-2%	-12%
COCc1cc(=O)n2[nH]c(SC)nc2n1	-25%[46.1 µM]	-1.1%	8%	-3%	1%	1%	0%	2%
N#Cc1cnn(-c2cccc(Cl)c2)c1-n1cccc1	7%	-1.3%	11%	0%	-8%	0%	1%	-9%
CCc1ccc2c(COn3nnc4ccc(S(=O)(=O)N(C)C)cc43)cc(=O)oc2c1	-3%[46.1 µM]	-0.7%	-5%	15%	1%	-2%	0%	-14%
CC(OC(=O)c1oc2ccccc2c1CSC1CCCCC1)C(=O)NC(N)=O (stereo not given)	-1%	-3.0%	1%	4%	-6%	-1%	-2%	-4%
COCCCNC(=O)C1CCCCN1S(=O)(=O)c1ccc(F)cc1 (stereo not given)	-51%[46.1 µM]	1.1%	4%	-4%	-3%	-3%	-2%	-6%
CCN(CC)S(=O)(=O)c1cccc(C(=O)Nc2ccc(C#N)cc2)c1	-7%[46.1 µM]	-2.1%	9%	-15%	-7%	-12%	-2%	-16%
O=C(CCc1nnc(C2(c3ccc(Cl)cc3)CCC2)o1)NCCCn1cccn1	10%	1.1%	-2%	2%	-17%	-4%	0%	-2%
O=C(CCC1COc2ccccc2O1)NC1CCCCC1 (stereo not given)	-3%[46.1 µM]	1.8%	7%	10%	-7%	-4%	1%	-7%
COc1cccc(C(=O)N(Cc2ccc(C)o2)C2CCS(=O)(=O)C2)c1 (stereo not given)	x	-1.9%	x	x	-5%	-3%	-16%	-6%
CCN(CC)CC(C)CNC(=O)c1cc(-c2ccc(Br)s2)nc2ccccc12 (stereo not given)	x	1.0%	x	x	u	-2%	-2%	u
CCOC(=O)c1nnn(-c2ccc(OC)cc2)c1N	3%[46.1 µM]	1.2%	15%	0%	-2%	4%	-5%	-2%
O=c1nc(Nc2ccccc2)sc2ccc([N+](=O)[O-])cc12	7%	1.1%	-1%	8%	6%	-8%	-1%	-4%
O=C(CN1CCC(n2nnc3cc(F)ccc32)CC1)NC1CCCCC1	-1%[46.1 µM]	0.0%	9%	13%	4%	-4%	3%	1%
CN1CCN(c2ncnc3c2[nH]c2ccc(F)cc23)CC1	-5%[46.1 µM]	0.0%	12%	2%	9%	2%	-2%	-5%

Part of the list above, reformatted:
mol,NPSR antag,Epigenetic derep,CBFb-RUNX1 inh,aGal spleen mod,Tau FP inhib,TRb-SRC2 inh,TR SRC2 fluor cs,Tau fluor counter
CCN(CC)CC(C)CNC(=O)c1cc(-c2ccc(Br)s2)nc2ccccc12 (stereo not given),x,1.0%,x,x,u,-2%,-2%,u
CCN(CC)S(=O)(=O)c1cccc(C(=O)Nc2ccc(C#N)cc2)c1,-7%[46.1 µM],-2.1%,9%,-15%,-7%,-12%,-2%,-16%
COc1cccc(C(=O)N(Cc2ccc(C)o2)C2CCS(=O)(=O)C2)c1 (stereo not given),x,-1.9%,x,x,-5%,-3%,-16%,-6%
O=C(CCC1COc2ccccc2O1)NC1CCCCC1 (stereo not given),-3%[46.1 µM],1.8%,7%,10%,-7%,-4%,1%,-7%

Carrying on:
SMILES	NPSR antag	Epigenetic derep	CBFb-RUNX1 inh	aGal spleen mod	Tau FP inhib	TRb-SRC2 inh	TR SRC2 fluor cs	Tau fluor counter
COc1ccc(S(=O)(=O)N(CCc2ccccc2)CC(=O)Nc2ccc(C)c(C)c2)cc1OC	x	-1.6%	x	x	-5%	-3%	-7%	u
CCc1ccc2[nH]c(=O)c(C(c3nnnn3Cc3ccc(OC)cc3)N3CCOCC3)cc2c1 (stereo not given)	u	2.7%	-5%	3%	8%	-9%	1%	-3%
C/C(NC1CCCC1)=C(/C#N)C(N)=O	-16%[46.1 µM]	-1.1%	5%	20%	1%	-12%	1%	1%
O=C(Nc1ccccc1)C1CC(=O)n2ncnc2N1 (stereo not given)	-3%[46.1 µM]	-2.2%	10%	1%	-5%	4%	-2%	-1%
